ROCK2 blocker: ROCK2 (human) kinase inhibition | actives 0.35% (n = 60,000) | O75116 | purified ROCK2, Kinase-Glo ATP depletion luminescence | inhibition, % at 6 µM;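 active = inhibition above the screen-wide mean inhibition plus 3 SD, cut at about 18% in these data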;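 note: plate controls were DMSO wells for no effect and Y-27632 control wells after no-enzyme background subtraction for full effect; many of its hits are not listed in these tables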
HEK293 NFkB inh: inhibitors of the PMA/ionomycin-induced NF-kB reporter in HEK293 cells; HEK-293 NF-kB luciferase reporter, luminescence; inhibition, % at 3 µM; actives 0.21% (n = 62,000); AID 465;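 active = inhibition above the mean of all tested compounds plus 3 SD, cut at about 40% in these data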;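 note: 0% = stimulated DMSO wells and 100% = 10 µM reference inhibitor 5653914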
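Material: HEK-293 cells with stable firefly luciferase reporter driven by four HIV NF-kB elements / Also added: PMA plus ionomycin mix as NF-kB-activating stimulus / Compound dosing: 3 µM once, 0.30% DMSO / Times: 1 h pretreatment, 16 h stimulation, 37 °C / Signal: luminescence / Evaluation: per-plate % inhibition versus controls / Benchmarks: DMSO and 10 µM reference inhibitor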
Cdc25B block: inhibitors of human Cdc25B phosphatase. P30305. recombinant Cdc25B, OMFP fluorescence Ex485/Em525. inhibition, %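 (compounds tested at 10 µM final in the well)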. actives 0.1% (n = 65,000). AID 368; in the data active = inhibition above about 50%
Target sequence (P30305 whole entry, looked up): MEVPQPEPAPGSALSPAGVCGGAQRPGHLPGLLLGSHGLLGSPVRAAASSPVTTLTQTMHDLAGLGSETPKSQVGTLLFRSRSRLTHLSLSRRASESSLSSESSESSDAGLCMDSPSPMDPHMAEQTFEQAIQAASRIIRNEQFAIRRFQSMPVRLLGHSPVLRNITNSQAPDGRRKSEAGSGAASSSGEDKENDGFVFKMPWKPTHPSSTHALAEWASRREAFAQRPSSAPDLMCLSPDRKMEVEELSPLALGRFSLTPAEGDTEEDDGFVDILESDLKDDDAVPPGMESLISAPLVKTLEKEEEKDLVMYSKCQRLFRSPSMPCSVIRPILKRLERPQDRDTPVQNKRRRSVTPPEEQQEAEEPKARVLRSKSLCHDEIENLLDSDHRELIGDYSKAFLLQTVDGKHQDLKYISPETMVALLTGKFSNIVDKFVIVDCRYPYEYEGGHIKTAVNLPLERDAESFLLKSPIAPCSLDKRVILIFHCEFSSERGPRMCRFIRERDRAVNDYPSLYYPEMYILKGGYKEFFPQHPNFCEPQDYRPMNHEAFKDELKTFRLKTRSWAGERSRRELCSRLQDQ
MMP13 inh: blocks human MMP13 activity; P45452; actives 0.07% (n = 65,000); MMP-13 fTHP FRET cleavage, Mca fluorescence; inhibition, % at 4 µM;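 active = inhibition above the mean of compound-free control plate wells plus 3 SD, cut at about 14% in these data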;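 note: 0% = DMSO wells and 100% = wells with reference MMP-13 inhibitor after basal subtraction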
Jurkat viability: reduces viability or proliferation of Jurkat cells. inhibition, % at 4 µM. Jurkat E6.1 viability, ATP luminescence, 48 h. actives 1.2% (n = 56,000);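 active = inhibition above the mean inhibition of all tested compounds plus 3 SD, cut at about 28% in these data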
TNAP act DEA: activates human TNAP at intermediate phosphate acceptor concentration; 64,000 tested, under 10 active; AID 813; activation factor at 20 µM; purified TNAP, CDP-star luminescence, 100 mM DEA, 30 min; hits give high values; scale: 0 levamisole-inhibited, 1 vehicle-only enzyme;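 active = activation factor of at least 2 at 20 µM, relative to controls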
JNK3 inh: JNK3 (human) kinase inhibition; P53779; purified JNK3 kinase activity, HTS; inhibition, % at 8 µM; actives 0.61% (n = 60,000); AID 746; in the data active = inhibition above about 17%;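 note: 0% = DMSO and 100% = reference inhibitor; many of its hits are not listed in these tables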
PKA inh: PKA (human) kinase inhibition | PKA Kemptide phosphorylation, Kinase-Glo ATP luminescence | actives 0.1% (n = 65,000) | inhibition, % at 6 µM;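 active = inhibition above the screen-wide mean inhibition plus 3 SD, cut at about 21% in these data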; note: many of its hits are not listed in these tables
DUSP1 inh: inhibitors of human MKP-1 phosphatase; recombinant MKP-1, OMFP hydrolysis fluorescence; actives 0.15% (n = 65,000); P28562; AID 374; inhibition, %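 (compounds tested at a single concentration somewhere between 10 and 100 µM)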;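 active = inhibition above about 50%, limit read from the data; inconclusive = inhibition over screen mean plus 3 SD, below that limit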;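 note: 0% = DMSO max control wells and 100% = wells with enzyme stopped by NaOH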
Target sequence (P28562 whole entry, looked up): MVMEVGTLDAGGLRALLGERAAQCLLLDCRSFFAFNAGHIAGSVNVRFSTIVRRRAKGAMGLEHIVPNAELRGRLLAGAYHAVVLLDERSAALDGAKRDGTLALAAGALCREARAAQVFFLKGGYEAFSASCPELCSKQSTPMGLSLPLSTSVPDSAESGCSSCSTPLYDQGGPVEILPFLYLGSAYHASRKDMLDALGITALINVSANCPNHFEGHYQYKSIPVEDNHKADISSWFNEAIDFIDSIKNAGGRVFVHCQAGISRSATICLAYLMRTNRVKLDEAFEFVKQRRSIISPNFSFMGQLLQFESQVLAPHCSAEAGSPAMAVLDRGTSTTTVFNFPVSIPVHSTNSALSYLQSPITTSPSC
Numbers without * were called inactive; u = inconclusive; x = no result given; [ ] = dose if it differs, or a comment. Random draw from the library (roughly 1.9% active in at least one column).

smiles	ROCK2 blocker	HEK293 NFkB inh	Cdc25B block	MMP13 inh	Jurkat viability	TNAP act DEA	JNK3 inh	PKA inh	DUSP1 inh
NC(=O)CC1NC(=O)c2ccccc21 (configuration not stated)	4	12	-3	5	2	0.8	0	4	1
COc1ccc(OC)c(S(=O)(=O)N(C)CC(=O)N2CCN(c3ccccc3)CC2)c1	9	18	-1	2	-5	0.9	1	5	1
CCOC(=O)c1c(C)oc2c(F)c(F)c(F)c(F)c2c1=O	5	13	10	1	-8	0.9	-3	12	-32
CCOc1ccccc1NC(=O)CSc1nnc(-c2ccco2)n1Cc1ccco1	x	33	-1	0	x	1	x	3	12
O=C(CCCSc1nc2ccccc2s1)Nc1nccs1	7	12	-15	5	4	0.9	5	10	-1
Cc1nnc(NC(=O)NC(C)N2C(=O)C3C4C=CC(C4)C3C2=O)s1 (configuration not stated)	6	4	-6	1	-1	1	-1	9	1
CCOC(=O)C1CCN(C(=O)Nc2ccccc2Cl)CC1	3	13	-20	3	-2	1	-3	11	0
COC(=O)[C@H](CCSC)NC(=O)N1CCN(c2cccc(C(F)(F)F)c2)CC1	-1	10	-9	0	4	0.9	-7	-3	-17
CCN(CC)CCCNC(=O)c1nn(-c2cccc(OC)c2)c(=O)c2ccccc12	2	3	-3	2	5	1	4	2	-15
O=c1[nH]c2c(cc1CNCCN1CCOCC1)c(-c1cccc(F)c1)nn2-c1ccccc1	0	4	-4	-71[fluorescence artefact?]	0	0.9	6	1	37
Cc1nonc1NC(=O)CSc1nc2cc(Cl)ccc2c2c1CCCC2	x	1	-2	1	x	0.9	x	-4	-18
COc1ccc(C(=O)COC(=O)CN2CC(=O)Oc3ccccc32)cc1Br	-4	-5	3	-3	-1	0.9	4	-2	-6

The list continues:
smiles	ROCK2 blocker	HEK293 NFkB inh	Cdc25B block	MMP13 inh	Jurkat viability	TNAP act DEA	JNK3 inh	PKA inh	DUSP1 inh
COc1ccc(CCNC(=O)CCN2C(=O)COc3ccccc32)cc1OC	7	10	-1	0	-4	0.9	0	0	15
CCN(CC)S(=O)(=O)c1ccc2[nH]cc(C(=O)NCCc3ccc(OC)c(OC)c3)c(=O)c2c1	x	-3	-2	1	x	0.9	x	4	27
O=C(Cc1ccccc1F)Nc1nc(-c2cccs2)cs1	15	17	-8	4	6	0.9	1	11	-5
CCOC(=O)c1sc(NC(=O)CN2CCCC2)c(C(=O)OCC)c1C	1	13	-1	0	6	0.9	-1	-1	-2
COc1cc(C(=O)CSc2nnc(-c3ccc(O)cc3)n2CC2CCCO2)ccc1NC(C)=O (configuration not stated)	9	12	1	-8	-6	0.9	1	2	-25
CC1C=CC(C)C(C(=O)O)C1C(=O)O (configuration not stated)	1	12	0	-4	-6	1	-5	2	8
c1ccc(CN2CCN(c3ncnc4c3[nH]c3ccccc34)CC2)cc1	2	x	-3	-21	x	0.9	-3	-1	-20
N=c1c2c(-c3ccccc3)c(-c3ccccc3)oc2ncn1CCN1CCOCC1	2	10	1	-37	-2	0.9	2	7	0
COc1ccc(CN(Cc2ccccn2)C(=O)CN2C(=O)C(C)Oc3ccccc32)cc1 (configuration not stated)	1	17	17	2	3	0.9	6	-2	3
Cc1ncoc1C(=O)NCc1ccccc1Cl	5	1	2	-2	-5	0.9	-2	10	15
COC(=O)c1ccc2c(=O)n(CCC3=CCCCC3)c(SCC(=O)N3CCCC3)nc2c1	x	10	-10	4	x	1	x	0	9
O=C(Cc1ccc(Cl)cc1)Nc1ccc(N2CCN(C(=O)c3ccco3)CC2)c(Cl)c1	-2	12	4	5	0	0.9	5	3	33

More compounds follow.
smiles	ROCK2 blocker	HEK293 NFkB inh	Cdc25B block	MMP13 inh	Jurkat viability	TNAP act DEA	JNK3 inh	PKA inh	DUSP1 inh
O=C(Cc1coc(-c2ccc(F)cc2)n1)Nc1ccccc1	0	16	15	2	0	1	-5	1	-7
c1ccc(-c2nnc(SCc3nc4ccccc4[nH]3)n2Cc2ccco2)nc1	x	8	-10	-1	x	1	x	1	12
CCOC(=O)C1CCN(C(=O)CNS(=O)(=O)c2cccs2)CC1	x	25	-11	-1	x	0.9	x	6	-3
O=C(COC(=O)c1cnccn1)c1ccc2c(c1)CCCC2	x	1	7	5	x	1	x	8	6
O=C(COc1ccc(S(=O)(=O)NCc2ccccc2)cc1)NCC1CCCO1 (configuration not stated)	6	8	-4	-3	6	0.9	-3	11	25
Cc1ccc(NCc2nnc3n2CCCCC3)cc1	1	10	-1	3	1	0.9	-8	3	-2
Clc1cccc(N2CCN(CCNc3nc4ccccc4n4cnnc34)CC2)c1	4	9	-13	1	-3	1	-5	10	34
CCn1c(SCC(=O)Nc2cccc(OC)c2)nnc1-c1ccc(Cl)cc1	0	2	-1	4	-5	0.9	-3	-4	7
CCN(CC)CCCN1C(=O)C(O)=C(C(C)=O)C1c1ccc(OC)cc1OC (configuration not stated)	1	17	-14	5	-5	1	0	0	1
Cc1nn(Cc2ccc(Cl)cc2)c(C)c1NC(=O)c1noc2c1CCCCC2	-3	7	-3	7	12	0.8	0	-6	27
COC(=O)c1ccc(OC)c(CSc2nnc(-c3ccc(C)cc3)o2)c1	6	-2	-2	4	-4	0.8	0	11	6
Cc1cc(C(=O)NCc2cccnc2)n(-c2ccccc2)n1	1	8	6	4	3	1	0	-1	-2

(continued)
smiles	ROCK2 blocker	HEK293 NFkB inh	Cdc25B block	MMP13 inh	Jurkat viability	TNAP act DEA	JNK3 inh	PKA inh	DUSP1 inh
COc1ccccc1OC(=O)C1CC(=O)N(c2ccc(Cl)cc2)C1 (configuration not stated)	1	8	-15	4	1	0.9	-1	-1	2
COc1ccc(N(C(=O)CNC(=O)c2ccco2)C(C(=O)NC2CCCCC2)c2ccco2)cc1 (configuration not stated)	4	10	13	-3	-7	0.8	-2	9	3
N#CC1=C(N)N2C(=C(C#N)C13CCCCC3)SC1CCCCC12O (configuration not stated)	5	10	63*	-2	14	0.8	-3	-1	3
O=C(O)C1CSC2c3ccccc3C(=O)N12 (configuration not stated)	5	20	-9	1	2	0.9	3	5	0
O=C(C1CCC(=O)N1C1CCCCC1)N1CCN(c2ccc(F)cc2)CC1 (configuration not stated)	5	14	-1	6	0	1	-1	7	-3
Cc1ccc(N(CC(=O)O)S(C)(=O)=O)cc1Cl	0	1	6	-3	3	1	-7	-4	5
N#CN(CC(N)=O)c1nc(N2CCCCC2)nc(N2CCCCC2)n1	2	15	3	2	-1	1	-5	8	13
COc1ccc(S(=O)(=O)NC(CC(=O)NCc2ccco2)C(C)C)cc1 (configuration not stated)	6	4	0	3	-5	1	-8	13	2
Cn1c(C(C#N)C(=O)Cc2cccc3ccccc23)nc2ccccc21 (configuration not stated)	x	14	-11	-3	x	0.9	x	-10	4
NC(=O)C1CCN(CC(=O)c2c[nH]c3ccc(F)cc23)CC1	1	26	6	-4	4	0.9	2	5	-16
O=C(c1ccc(Cn2cc(Br)cn2)o1)n1cccn1	7	14	-17	-4	6	1	4	9	-8
CCOC(=O)c1sc(NCCNc2nc(C)c(C(=O)OCC)s2)nc1C	2	-4	2	-4	2	0.9	-4	5	0

2 of the compounds above, field by field:
canonical_smiles: N#CN(CC(N)=O)c1nc(N2CCCCC2)nc(N2CCCCC2)n1
- ROCK2 blocker: 2
- HEK293 NFkB inh: 15
- Cdc25B block: 3
- MMP13 inh: 2
- Jurkat viability: -1
- TNAP act DEA: 1
- JNK3 inh: -5
- PKA inh: 8
- DUSP1 inh: 13

canonical_smiles: COc1ccccc1OC(=O)C1CC(=O)N(c2ccc(Cl)cc2)C1 (configuration not stated)
- ROCK2 blocker: 1
- HEK293 NFkB inh: 8
- Cdc25B block: -15
- MMP13 inh: 4
- Jurkat viability: 1
- TNAP act DEA: 0.9
- JNK3 inh: -1
- PKA inh: -1
- DUSP1 inh: 2

Further structures.
smiles	ROCK2 blocker	HEK293 NFkB inh	Cdc25B block	MMP13 inh	Jurkat viability	TNAP act DEA	JNK3 inh	PKA inh	DUSP1 inh
CCOc1ccccc1C(=O)n1nc2nc(C)cc(C)c2c1N	-1	8	-7	2	-3	0.9	3	6	7
Cc1ccc2cc(C#N)c(N3CCCC3)nc2c1C	-5	11	10	-34	2	0.9	4	-1	-8
C=CCc1c(C)c(C#N)c2nc3ccccc3n2c1N1CCN(C)CC1	3	x	22	1	x	1.1	4	8	-34
CC(C)(C)NC(=O)CN(C(=O)CS(=O)CC(=O)Nc1ccc(F)cc1)c1ccccc1 (configuration not stated)	x	12	-7	6	x	1	x	2	-10
CCC(C)COC(=O)C(C#N)c1nc2ccccc2nc1N1CCCCC1 (configuration not stated)	7	1	-1	-2	-3	0.7	6	2	-7
COc1ccc(OC)c(NC(=O)CN(c2ccc(C(C)C)cc2)S(=O)(=O)c2c(C)noc2C)c1	5	17	-9	0	22	0.9	4	5	7
O=c1c2ccccc2nc(-c2ccccc2)n1CCCn1ccnc1	0	-4	-17	3	7	0.8	0	6	3
OC(CNCCc1ccccc1)c1ccccc1 (configuration not stated)	6	11	-5	4	-7	0.9	-1	4	-2
COc1ccc2nc(NC(=O)c3ccc4ncsc4c3)sc2c1	13	-21	-7	-2	2	1	1	-4	2
O=C1CCc2cc(S(=O)(=O)N3CCC(C(=O)NCc4ccccc4Cl)CC3)ccc2N1	5	2	-11	3	3	0.9	2	6	0
O=C(NC1CCCCCCC1)c1ccc2c(c1)N(Cc1ccc(F)cc1)C(=O)CS2=O (configuration not stated)	x	8	-5	-4	x	0.9	x	6	u
CCc1ccc(S(=O)(=O)NCc2csc(-c3ccccc3)n2)s1	5	7	-13	4	-2	0.9	3	17	-1

Next part:
smiles	ROCK2 blocker	HEK293 NFkB inh	Cdc25B block	MMP13 inh	Jurkat viability	TNAP act DEA	JNK3 inh	PKA inh	DUSP1 inh
O=C(Cc1ccc(-n2cccc2)cc1)NCc1cccs1	-5	37	1	2	71*	1	1	-5	27
COc1ccc(CCNC(=O)CCCn2c(=O)[nH]c3cc(OC)c(OC)cc3c2=O)cc1OC	x	1	x	-4	x	1	x	-2	x
COc1cccc(C(O)c2cnc(C(C)C)n2C)c1OC (configuration not stated)	x	4	-4	0	x	1	x	11	0
CC(=O)c1n[nH]nc1NC(=O)c1ccccc1	x	10	-4	1	x	0.9	x	9	0
COc1ccc(N2CC(C(=O)NCc3cccnc3)CC2=O)cc1 (configuration not stated)	3	25	-2	5	-7	1	0	6	-4
